ARNT TACC3 PPI: disruptors of ARNT/TACC3 protein interaction, primary screen, biochemical, AlphaScreen, single concentration; Transforming acidic coiled-coil-containing protein 3 (Homo sapiens), Q9Y6A5; AlphaScreen His-ARNT PAS-B/GST-TACC3 binding, luminescence; TACC3 fragment carries E629A point mutation; inhibition, % at 9.99 µM; 390,000 compounds, 0.66% hits; AID 623870, 2012;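 active means mean inhibition of replicates at least 50% and at least half of replicates each reaching 50%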;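 further: 0% = complete ARNT plus TACC3 wells and 100% = ARNT alone without TACC3; many hits fall short of the cut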
RAD54 inh: inhibitors of human RAD54 branch migration, primary screen, biochemical, fluorescence, single point. inhibition, % at 10.4 µM. RAD54 Holliday junction branch migration, FAM/BHQ fluorescence. AID 602329, 2012. DNA repair and recombination protein RAD54-like (Homo sapiens), Q92698. 360,000 compounds, 0.14% hits;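 active means mean normalized replicate activity at least 40 and at least half of replicates scoring 40 or more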;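 further: 0% = median of neutral control wells and 100% = median of positive control wells; inhibitors cause a drop in the FAM fluorescence signal; in these data hits start at about 50%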
esBAF inh: Bmi1 luciferase reporter increase in mESCs, primary screen, esBAF inhibitor project, mouse ES cells, Bmi1 luciferase knock-in, single point | 350,000 compounds, 2% hits | reporter increase, % at 12.5 µM | AID 602393, 2012 | 24 h; 100% = twice the neutral-well signal; in the data active means activation above about 40%;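 further: 0% = median of the plate's neutral control wells and 100% = double that signal; a rise in the Bmi1 reporter signal indicates esBAF inhibition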
RAD52 inh: RAD52 DNA annealing inhibitors, primary screen, biochemical, FRET, single point, set 2. DNA repair protein RAD52 homolog (Homo sapiens), P43351. recombinant RAD52 DNA annealing, FRET fluorescence. inhibition, % at 18.7 µM. 360,000 compounds, 0.46% hits;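 active means every replicate showing at least 50% inhibition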
ERAP1 inh: human ERAP1 aminopeptidase inhibitors, primary screen, biochemical, single point, plate reader | Endoplasmic reticulum aminopeptidase 1 (Homo sapiens), Q9NZ08 | recombinant ERAP1, Leu-AMC fluorescence, 60 min | inhibition, % at 10.7 µM | 340,000 compounds, 0.15% hits;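 active means mean replicate inhibition of at least 30%, or all replicates individually reaching that 30% level; inactive means mean below 30% and not every replicate reaching it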;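 further: 0% = neutral control wells and 100% = L-leucinethiol positive control wells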
Target sequence (Q9NZ08 whole entry, looked up): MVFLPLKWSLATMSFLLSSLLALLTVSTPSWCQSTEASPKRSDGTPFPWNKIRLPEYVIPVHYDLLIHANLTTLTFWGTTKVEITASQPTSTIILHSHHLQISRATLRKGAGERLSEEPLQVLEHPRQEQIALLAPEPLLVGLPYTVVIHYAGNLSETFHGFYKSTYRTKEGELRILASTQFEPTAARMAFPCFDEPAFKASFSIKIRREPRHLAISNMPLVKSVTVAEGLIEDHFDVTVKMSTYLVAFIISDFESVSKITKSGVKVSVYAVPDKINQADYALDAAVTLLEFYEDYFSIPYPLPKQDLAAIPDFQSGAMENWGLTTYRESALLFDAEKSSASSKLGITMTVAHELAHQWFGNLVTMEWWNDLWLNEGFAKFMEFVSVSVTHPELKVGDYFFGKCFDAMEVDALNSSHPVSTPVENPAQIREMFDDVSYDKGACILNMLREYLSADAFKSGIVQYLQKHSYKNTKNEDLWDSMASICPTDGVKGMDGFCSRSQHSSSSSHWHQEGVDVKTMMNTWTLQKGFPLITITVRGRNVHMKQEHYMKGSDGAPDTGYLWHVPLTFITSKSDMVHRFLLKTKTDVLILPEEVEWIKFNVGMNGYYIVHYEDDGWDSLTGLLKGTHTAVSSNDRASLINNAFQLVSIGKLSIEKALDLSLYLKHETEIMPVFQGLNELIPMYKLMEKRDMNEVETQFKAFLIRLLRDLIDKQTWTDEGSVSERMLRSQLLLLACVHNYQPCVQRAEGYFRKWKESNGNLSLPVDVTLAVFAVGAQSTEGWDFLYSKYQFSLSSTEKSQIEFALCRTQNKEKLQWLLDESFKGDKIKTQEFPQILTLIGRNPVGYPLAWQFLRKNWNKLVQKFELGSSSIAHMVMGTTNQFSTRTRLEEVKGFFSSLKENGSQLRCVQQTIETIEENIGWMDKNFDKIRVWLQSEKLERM
XiGFP reactiv: activators of inactive X chromosome reactivation, primary screen, imaging, XiGFP fibroblasts, GFP high-content imaging, set 2; XiGFP mouse fibroblasts, % GFP-positive cells imaging, 3 d; cells co-treated with 5-aza-dC sensitizer; scaled so ellipticine positive control = 100%; activation, % at 7.58 µM; 360,000 compounds, 0.055% hits; AID 743238, 2013;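 active means mean normalized replicate activation at least 10% and every replicate at or above 10%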;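 further: 0% = median of on-plate neutral control wells and 100% = ellipticine 6 µM median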
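System: SV40-immortalized XiGFP fibroblast cells, line 68-5-11 / Incubation: 3-day compound exposure, then 15 min fixation at room temperature / Compound: single concentration per compound, delivered by pin transfer / Buffer or medium: DMEM plus 5-aza-dC sensitizer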
CFTR F508del cor: F508del CFTR correction, initial screen, CFBE line, single point; AID 720511, 2013; 350,000 compounds, 0.36% hits; activity (quench increase), % at 7.58 µM; CFBE cells, YFP halide quenching; stimulated with forskolin plus potentiator P3; % fluorescence drop versus neutral controls;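 active means mean added fluorescence quench of at least 8% versus neutral control, with both replicates also reaching 8%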;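 further: cells transiently co-express mutant CFTR-F508del with the halide-sensitive YFP; corrector assay measuring rescue of mutant channel to the surface after 24 h compound exposure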
INS-1E GSIS act: GLuc luminescence reporter in INS-1E cells, primary screen for activators of glucose-dependent secretion of insulin; INS-1E GLuc reporter insulin secretion, 2-3 h; activation, % at 16.6 µM; 370,000 compounds, 0.61% hits;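 active means lowest replicate activation of at least 40%, so every replicate reaches that level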;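 further: 0% = median of neutral control wells and 100% = median of IBMX positive control wells; some compounds called inactive have numbers as strong as hits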
Starred values were filed as active, the others as inactive; . = no result given.

canonical_smiles	RAD54 inh	XiGFP reactiv	ERAP1 inh	RAD52 inh	INS-1E GSIS act	ARNT TACC3 PPI	CFTR F508del cor	esBAF inh
O=C(CN(Cc1ccccc1)S(=O)(=O)c1cccc(C(F)(F)F)c1)NC1CCCCC1	-12	0.1	.	.	0	-16	.	.
O=C1C=C(NCCc2cc(Br)c(O)c(Br)c2)C(=O)c2ncccc21	.	-0.1	6	13	-52	64*	16*	.
N#Cc1ccc(NC(=O)Cn2cnc(S(=O)(=O)N3CCCCC3)c2)cc1	5	0.1	0	-8	-26	-2	1.0	1
COc1cc2c(cc1NC(=O)CN(C)Cc1nc3ccccc3c(=O)[nH]1)oc1ccccc12	11	.	.	.	-19	-8	.	1
C[C@@H]1CN([C@@H](C)CO)S(=O)(=O)c2ccc(-c3cccnc3)cc2O[C@@H]1CN(C)Cc1cncnc1	-13	-1.3	1	0	12	-7	-0.8	-4
C/C=C/c1ccc2c(c1)O[C@@H](CN(C)Cc1ccccc1F)[C@H](C)CN([C@@H](C)CO)S2(=O)=O	-7	-1.1	-2	22	-20	16	-0.6	-5
C[C@H](NC(=O)c1nc[nH]c1C(=O)N1CCNCC1)C(=O)OCc1ccccc1	-8	0.1	-6	-2	.	-1	-1.0	2
COc1ccc(CCNS(=O)(=O)c2cccc([N+](=O)[O-])c2)cc1	0	-0.1	-1	-12	-15	-3	-2.6	-11
Cc1ccccc1NC(=O)NCCCN1CCN(C)CC1	2	0.1	1	-2	10	-5	-2.3	-2
C[C@@H]1CN([C@H](C)CO)C(=O)CCCn2nncc2CO[C@@H]1CN(C)Cc1ccc(O)cc1	-10	-0.1	2	5	3	-1	-0.6	-9
Cc1ccccc1CN1CCN(C(=O)[C@H]2O[C@@H](n3cnc(C(N)=O)n3)[C@H](O)[C@@H]2O)CC1	.	0.2	1	-2	-21	.	-1.8	.
COc1ccc2c3c(n(C)c2c1)[C@H](CO)N(C(=O)Cc1ccccc1)CC31CCN(C)CC1	.	0.1	.	-10	8	.	-2.0	.
Cc1occc1C(=O)N1CCN(c2ccccc2)CC1	-6	0.0	4	-23	.	8	-1.0	.
COc1ccc(NC(=O)Nc2ccc3c(c2)C(=O)N([C@@H](C)CO)C[C@H](C)[C@@H](CN(C)S(=O)(=O)c2c(C)noc2C)OCCCC[C@@H](C)O3)cc1	-2	-0.2	.	.	-9	5	-0.1	-1
CC(NC(=O)C1CCCCC1)C(c1cccs1)N1CCN(C)CC1 (centres undefined)	7	0.0	6	-4	10	-3	-2.3	3
COc1ccc(-c2coc3c(CN4CCCCC4C)c(O)ccc3c2=O)cc1 (centres undefined)	.	0.0	-2	3	-3	-10	-3.8	.
CCNC(=O)[C@H]1[C@H](CO)[C@H]2Cn3c(ccc(-c4cccc(F)c4)c3=O)[C@@H]1N2C(=O)c1cnccn1	-13	0.1	-6	-6	-5	-6	-1.8	-4
Cc1ccc2nc(SCC(=O)NCc3ccccc3Cl)nc(=O)n2c1	.	0.0	0	-18	3	-5	-6.8	.
COc1ccccc1-c1cccc(-c2nc(C(=O)NCc3ccncc3)cc3c2[C@@H](CCO)N([S@](=O)C(C)(C)C)C3)c1	3	0.3	-1	-49	-30	-3	-1.6	3
C[C@H](NC(=O)C[C@@H]1CC[C@H](NC(=O)c2cccnc2)[C@H](CO)O1)c1ccccc1	3	0.2	-2	-6	9	-6	1.8	-3

New compounds follow:
canonical_smiles	RAD54 inh	XiGFP reactiv	ERAP1 inh	RAD52 inh	INS-1E GSIS act	ARNT TACC3 PPI	CFTR F508del cor	esBAF inh
O=C(Nc1cccc(F)c1)N1CCCCN2[C@H](C1)[C@H](c1ccc(-c3ccncc3)cc1)[C@@H]2CO	-1	0.0	.	.	-2	-2	-1.0	.
COc1ccccc1-c1nc(SCC(=O)Nc2ccccc2F)n[nH]1	-2	-0.1	1	-10	1	-2	-2.2	-5
C[C@H](CO)N1C[C@H](C)[C@@H](CN(C)C(=O)C2CC2)Oc2ncc(C#Cc3cccc(F)c3)cc2C1=O	-10	-0.7	-4	-2	-9	-9	0.0	-8
CCOC(=O)c1c(S(=O)(=O)N2CCCCC2C)c(C)n(C)c1C (centres undefined)	15	0.0	-3	-6	1	-1	-2.7	-8
COc1ccccc1NC(=O)CN1C(=O)C(C)SC(C)C1=O (centres undefined)	7	0.3	3	-15	13	23	1.6	-1
C[C@H]1CN([C@@H](C)CO)C(=O)Cc2cc(NC(=O)c3ccncc3)ccc2O[C@H]1CN(C)S(=O)(=O)c1cccs1	-7	0.0	0	6	-2	-4	-2.3	1
CC(C)(C)c1ccc(Cn2nnc3c(=O)[nH]c(C4CCCN(C(=O)c5ccco5)C4)nc32)cc1 (centres undefined)	-3	0.0	-2	-9	-32	5	0.6	1
Cc1ccc(NS(=O)(=O)c2cc(-c3cc(C)no3)ccc2C(C)C)nc1	3	0.3	0	-22	37	2	2.4	-2
O=C(COc1ccccc1)NS(=O)(=O)c1ccccc1	-8	-0.1	-2	-7	-2	-1	-1.1	1
O=C(Nc1ccc(F)cc1)c1cccc2c1C(=O)N(CC1CCCO1)C2 (centres undefined)	4	0.0	3	-13	.	-4	-0.7	5
CN(CC(=O)NCc1ccco1)S(=O)(=O)c1ccc(F)cc1	-2	0.0	-5	-12	4	2	-1.0	-4
COc1ccc(CNC(=O)CN(C(=O)CCC(=O)Nc2ccccn2)c2ccc3c(c2)OCO3)cc1	6	0.0	2	-23	14	0	-1.2	3
O=C(Nc1ccc(N2CCOCC2)cc1)C1CC(=O)N(c2ccc(F)cc2)C1 (centres undefined)	-3	0.3	5	-1	-6	-3	3.2	-1
O=C(c1ccc(S(=O)(=O)N2CCCC2)cc1)N1CCN(c2ccccc2F)CC1	1	-0.1	-4	11	11	4	-0.9	-2
CCC(=O)c1ccc(OCC(=O)OC(C)C(=O)Nc2c(C)n(C)n(-c3ccccc3)c2=O)cc1 (centres undefined)	2	0.0	4	0	27	-9	4.2	-1
O=C(OCCCOC(=O)c1ccccc1O)c1ccccc1O	.	0.1	1	0	5	.	0.5	.
Cc1onc(-c2ccccc2Cl)c1C(=O)N1CCCC1	11	0.1	-2	-4	6	-5	-1.8	-2
CNC(=O)c1cc(S(=O)(=O)Nc2ccc3c(c2)OCCO3)ccc1C	-10	0.1	-2	-7	5	-8	-2.8	-1
Cc1ccc(C(=O)Nc2ccc(O)c(C(=O)O)c2)o1	-6	.	-2	-14	1	-1	.	10
C[C@H]1CCCCO[C@@H](CN(C)Cc2ccccc2)[C@@H](C)CN([C@@H](C)CO)C(=O)c2cc(NS(=O)(=O)c3ccccc3)ccc2O1	3	-0.8	0	11	-10	-9	3.9	3

Some of the entries so far, field by field:
CCC(=O)c1ccc(OCC(=O)OC(C)C(=O)Nc2c(C)n(C)n(-c3ccccc3)c2=O)cc1 (centres undefined)
  RAD54 inh = 2	XiGFP reactiv = 0.0	ERAP1 inh = 4	RAD52 inh = 0	INS-1E GSIS act = 27	ARNT TACC3 PPI = -9	CFTR F508del cor = 4.2	esBAF inh = -1
O=C(OCCCOC(=O)c1ccccc1O)c1ccccc1O
  RAD54 inh = .	XiGFP reactiv = 0.1	ERAP1 inh = 1	RAD52 inh = 0	INS-1E GSIS act = 5	ARNT TACC3 PPI = .	CFTR F508del cor = 0.5	esBAF inh = .

The listing continues.
canonical_smiles	RAD54 inh	XiGFP reactiv	ERAP1 inh	RAD52 inh	INS-1E GSIS act	ARNT TACC3 PPI	CFTR F508del cor	esBAF inh
CNC[C@@H]1OCCCC[C@H](C)Oc2ccc(N(C)C)cc2C(=O)N([C@H](C)CO)C[C@@H]1C	-8	0.3	-3	-55	9	-10	-2.6	-2
C[C@@H]1CCCCO[C@@H](CN(C)C(=O)CCCN(C)C)[C@@H](C)CN([C@H](C)CO)C(=O)c2cc(NC(=O)c3ccccc3)ccc2O1	8	-0.7	-1	-1	14	1	1.2	-5
O=C1c2cccc3cccc(c23)C(=O)N1c1ccc(O)cc1	-4	0.0	-1	5	11	-1	2.1	5
CCCC#Cc1ccc([C@H]2[C@@H](CO)N3C(=O)CN(C(=O)Cc4cccnc4)C[C@@H]23)cc1	.	0.0	0	-18	3	.	1.3	.
NS(=O)(=O)c1ccc(NS(=O)(=O)c2ccc(Br)cc2)cc1	-5	0.2	-1	1	22	0	3.7	3
CS(=O)(=O)NC1CCN(Cc2ccccc2)CC1	-14	.	1	-16	17	4	1.4	2
Cc1occc1C(=O)NNC(=S)Nc1ccccc1	0	.	5	-6	12	-4	0.4	36
CN(C)S(=O)(=O)c1cccc(NC(=O)CCSc2ccc(Cl)cc2)c1	0	0.2	1	-12	-21	2	.	.
CCC1CCC2(CC1)NC(=O)N(CC(=O)N1CCc3ccccc31)C2=O (centres undefined)	1	0.0	2	-8	-5	25	-2.3	-2
Nc1c(C(=O)c2ccc(Cl)cc2)sc2c1c(=O)[nH]c(=O)n2-c1ccccc1	7	0.2	.	.	15	-3	.	.
COc1ccc(NC(=O)Nc2ccc3c(c2)C(=O)N([C@@H](C)CO)C[C@@H](C)[C@@H](CN(C)S(=O)(=O)c2cccs2)OCCCC[C@H](C)O3)cc1	10	-0.1	1	5	7	12	-0.1	-2
Cc1ccc(S(=O)(=O)N(C)C[C@@H]2Oc3ccc(NC(=O)CCN4CCOCC4)cc3CC(=O)N([C@H](C)CO)C[C@@H]2C)cc1	0	-0.3	0	2	15	-2	-2.0	-2
Cc1noc(C)c1S(=O)(=O)Nc1ccc2c(c1)CC(=O)N([C@H](C)CO)C[C@H](C)[C@H](CN(C)C(=O)Nc1cccc3ccccc13)O2	8	-1.2	1	-3	-16	4	2.1	1
COc1ccc(NS(=O)(=O)c2cc(C(=O)N3CCC3)ccc2C)cc1	5	-0.1	1	-10	14	1	3.2	-4
C[C@@H]1CN([C@H](C)CO)C(=O)c2cc(C#CC(C)(C)O)cnc2O[C@@H]1CN(C)Cc1cccc(F)c1	.	-0.1	.	.	-4	.	-0.3	-4
